Source: PubChem BioAssay
H9c2 TAG inh – inhibitors of triacylglycerol accumulation | H9c2 cells, Nile Red lipid (TAG) fluorescence; cells loaded with 200 µM oleic acid | inhibition, % at 12.5 µM | 230,000 compounds, 0.66% hits | AID 651582;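 active means pattern-corrected inhibition of lipid staining of at least 50% with the nuclear-stain viability signal not falling by more than 50%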;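 further: 0% = DMSO wells and 100% = triacsin C control wells; some results filed as inactive read as strong as hits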
H9c2 TAG inh DAPI viability – further read-out of H9c2 TAG inh, marked with its call; DAPI nuclei signal change (viability), lower = more cytotoxic, %;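 whole-well DAPI fluorescence read on a plate reader as a viability signal; minus 50 percent equals half of cells still viable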
* = called active by the depositor.

Below each compound – H9c2 TAG inh, H9c2 TAG inh DAPI viability
C[C@@H]1CCCCO[C@@H](CN(C)S(=O)(=O)c2ccc(F)cc2)[C@@H](C)CN([C@H](C)CO)C(=O)c2cc(N(C)C)ccc2O1
→ -5, 9
Cc1cc(N/N=C/c2ccccc2F)c2ccccc2n1
→ 8, 1
Cc1cccc(NC(=O)CNC(=O)c2ccc3c(c2)OCO3)n1
→ -13, -6
COc1ccc(N2C(=O)C(CC(=O)Nc3ccccc3)N(Cc3ccccn3)C2=S)cc1 (stereo not given)
→ 9, 0
CCOCCCNC(=S)N1CCCN(c2nc3cc(C)c(C)cc3cc2C#N)CC1
→ 4, 27
CC(C)CNC1=CC(=O)CC(c2ccco2)C1 (stereo not given)
→ -6, -5
CC1(Cc2ccc(C(F)(F)F)nc2)C(=O)Nc2cc(-c3ccccc3Cl)ccc21 (stereo not given)
→ -1, 5
C=CC[C@H](CC(=O)OC(C)(C)C)C(=O)OC[C@@H]1CCCN1C(=O)[C@H](CC=C)CC(=O)N[C@H](CO)Cc1ccccc1
→ 3, -10
CCOC(=O)c1oc2cc(O)c(CC)cc2c(=O)c1-c1cscn1
→ 4, 2
CCn1c(CNc2ccc(Cl)cc2)nnc1SCCN1CCCCC1
→ 10, 0
c1ccc(N=NC2=NN(c3ccccc3)CS2)cc1
→ 96*, -15*
COc1cccc(N(CC(=O)N2CCN(C)CC2)S(=O)(=O)c2ccc(C)cc2)c1
→ 7, 5
CCOc1ccccc1CNC(=O)C1CCN(C(=O)c2sccc2-n2cccc2)CC1
→ -16, -3
NC(=O)C1CC2(C1)CC(C(N)=O)C2 (stereo not given)
→ 3, 0
Cc1cccc(-c2cnc(C(O)c3ccc(F)c(C)c3)[nH]2)c1 (stereo not given)
→ -4, 0
C#CC[N+](CC)(CC)CC#Cc1ccccc1
→ 11, 0
COc1ccc(NC(=O)C2CCCO2)c(OC)c1 (stereo not given)
→ -8, 0
CC(Nc1nc(-c2ccc(F)cc2)cs1)c1nc2cc(Cl)c(Cl)cc2n1CCCO (stereo not given)
→ 20, -6
CCOC(=O)c1ccc(NC(=O)c2ccc(CO)c(C(=O)NC3CCN(C(=O)OCC)CC3)c2)cc1
→ 7, -12
COC(=O)c1cc2c(N)c(C(=O)c3ccccc3)sc2nc1C(OC)OC
→ 8, 6
Cc1cc(N2CCN(C(c3ccccc3)c3ccc(Cl)cc3)CC2)n2ncnc2n1 (stereo not given)
→ -3, 7
O=C(Nc1nc(-c2ccc(F)cc2)cs1)c1cccnc1
→ 15, -4
O=C(COc1ncnc2ccccc12)NC1CCCC1
→ 12, -6
CC1CCCC(C)N1C(=O)CN1C(=O)NC2(CCCCCC2)C1=O (stereo not given)
→ -8, 3
O=C(NCCc1ccc(Cl)cc1)C1CCCN1C(=O)Nc1ccc(F)cc1 (stereo not given)
→ -4, -3
COc1ccc(Cc2nc3ccc(C(=O)N(C)CC4COCCO4)cc3o2)cc1 (stereo not given)
→ -6, -15
CCCCOCC1CN(c2ccccc2)C(=O)CS1 (stereo not given)
→ -4, -7
CCN1C(=NCc2ccc(OC)cc2)N[C@@H](c2ccccc2)C(C(=O)OC)=C1C
→ -21, 8
CC1CCCN(CCC(=O)Nc2ccccc2)C1 (stereo not given)
→ -9, 13
CCCN1CCN(C(=O)c2cc(COc3ccc4ncccc4c3)on2)CC1
→ -7, -3
NNC(=O)COc1ccccc1[N+](=O)[O-]
→ -6, 7
Cc1nc2cc(C(=O)O)ccc2n1-c1ccccc1
→ 4, -3
Cc1cc(NC(=O)c2ccc(S(=O)(=O)N(C)C)cc2)no1
→ -2, 15
COc1cc(OC)cc(C(=O)NCC(=O)OCC(=O)NC(C)CCc2ccccc2)c1 (stereo not given)
→ -20, -4
COc1cc2c(cc1OC)C(c1ccco1)CC(=O)N2 (stereo not given)
→ 4, -4
CCOc1ccc2cc(C3CC(c4ccco4)=NN3S(C)(=O)=O)c(Cl)nc2c1 (stereo not given)
→ -15, 4
CCc1c(C)sc(NC(=S)N2CC(C)OC(C)C2)c1C(=O)OC (stereo not given)
→ -20, -8
O=C(NCc1ccccc1Cl)C1CCC(CNc2c(N3CCOCC3)c(=O)c2=O)CC1 (stereo not given)
→ 12, -6
Cc1occc1C(=O)NCc1ccc2c(c1)OCO2
→ -4, 11
COc1ccc(Cl)cc1NC(=O)COC(=O)c1cc(C)oc1C
→ -21, -4
Cc1ccc(N2C(=O)CC(Sc3nccc(C)n3)C2=O)cc1 (stereo not given)
→ 4, -6
O=C(COC(=O)CNC(=O)c1ccccc1)NC1CCCC1
→ -4, 3
COc1ccc(NS(=O)(=O)c2cccc(C(=O)NCC(c3ccc(OC)cc3)N3CCCC3)c2)cc1 (stereo not given)
→ 1, 4
O=C(c1ccccc1F)N1CCN(S(=O)(=O)c2ccc3ccccc3c2)CC1
→ -16, -6
CC1=NN(S(=O)(=O)c2ccc(C)cc2)C(=O)c2ccccc2O1
→ -9, 7
Cn1c(C(=O)NC2CCCC2)cc2c(=O)n(C)c3ccccc3c21
→ 7, 4
COCc1cccc(N2C(=O)CC(C3C=C(C)C4C(=O)N(c5cccc(COC)c5)C(=O)C4C3)C2=O)c1 (stereo not given)
→ -3, 1
CCN(CC(=O)Nc1ccccc1C(F)(F)F)C(=O)CSCc1ccc(C)cc1
→ 27, -8
Cc1ccc(S(=O)(=O)NC(N)=NCCc2ccccc2)cc1C
→ -4, 4
O=C(Nc1ccn(CCCNC2CCN(Cc3ccccc3)CC2)c(=O)n1)OCc1ccccc1
→ 24, 14
Cc1cccc(NC(=O)c2cc(-c3cccnc3)nc3c(C)cccc23)n1
→ 1, -3
O=C(NN=C(c1ccccc1)c1ccccn1)c1ccccc1
→ 31, -23
CC(=O)c1ccc(NC(=O)C[n+]2ccccc2)cc1
→ -15, -3
O=C(Nc1ccc(F)c(Cl)c1)C1CC(=O)N(Cc2ccccc2)C1 (stereo not given)
→ 8, 8
C/C(=N\NC(=O)c1cc(C)nc2ccc(C)cc12)c1ccncc1
→ 11, -1
CCOC(=O)C1(CCCc2ccccc2)CCN(C(=O)[C@@H]2C[C@@H](C)NC(=S)N2)CC1
→ 1, 10
CC(=O)Nc1cccc(NC(=O)CSc2nc(=O)n(Cc3ccccn3)c3c2CCC3)c1
→ 12, 3
CC(CCc1ccc(O)cc1)N1CCC(Oc2ccc(C(=O)N3CCCC3)cc2)CC1 (stereo not given)
→ 1, -5
CCOC(=O)N1CCC(n2c(=S)[nH]c3cc(OC)c(OC)cc3c2=O)CC1
→ 25, 1
N/C(CSc1ncccc1C(F)(F)F)=N\O
→ 3, 4

The results go on:
Below each compound – H9c2 TAG inh, H9c2 TAG inh DAPI viability
O=C(O)CCC(=O)Nc1ccc(Br)cc1C(=O)c1ccc(Cl)cc1
→ 5, -7
COc1cccc(/C=C/C(=O)OC(C)C(=O)Nc2c(C)n(C)n(-c3ccccc3)c2=O)c1 (stereo not given)
→ -8, 5
COCCCn1c(=O)/c(=C\c2ccc(OC(F)F)c(OC)c2)s/c1=C(/C#N)C(N)=O
→ 14, 0
CC1(C)C2CC=C(/C=N/NC(=O)c3ccccc3Br)C1C2 (stereo not given)
→ -2, -6
O=C(NCC(c1cccs1)N1CCOCC1)c1cc(=O)[nH]c2ccccc12 (stereo not given)
→ -4, 2
Cc1ccccc1NC(=O)CSCCN1C(=O)c2ccccc2C1=O
→ 6, -8
CCOC(=O)CSc1ccc2nnc(-c3cccs3)n2n1
→ -4, 9
CNC(=O)C(=O)Nc1c(O)c2ccccc2[nH]c1=O
→ -5, -1
Cc1ccc(C(OCC(O)CNC(C)c2ccccc2)c2ccccc2)cc1 (stereo not given)
→ 12, 3
COc1ccc2nc(N/C(N)=N/C(=S)Nc3cccc(C)c3)nc(C)c2c1
→ 12, -3
CCOC(=O)c1ccc(NC(=S)NCCCn2ccnc2)cc1
→ 1, -3
CC(=O)n1cc([C@H]2C=C(C(=O)O)O[C@@H](OCCCCO)C2)c2ccccc21
→ 10, -11
O=C(O)c1ccc2c(c1)C(=O)N(c1ccccc1-c1ccccc1)C2=O
→ -6, 9
Cc1ccc(C(=O)N2CCN(c3ccc(F)cc3)CC2)cc1S(=O)(=O)N1CCCCC1
→ -28, 6
COc1ccc(N2CCN(C(=O)[C@H](C)N3C(=O)C4CC=CCC4C3=O)CC2)cc1 (stereo not given in full)
→ 6, 3
CCOC(=O)CC(=O)CSc1n[nH]c(=O)[nH]c1=O
→ 17, -5
COCCn1c(SC(C)C(=O)NC2CCCCC2C)nc2ccccc2c1=O (stereo not given)
→ -21, -6
O=C(/C(Cl)=C/Nc1ccc(Br)cn1)C(F)(F)F
→ -2, -6
O=C(CCN1CCOCC1)NCC1COc2ccccc2O1 (stereo not given)
→ 21, 6
Cc1ccc2c(C)c(C(=O)Nc3ccc(S(=O)(=O)Nc4onc(C)c4C)cc3)oc2c1
→ -18, 9
Cc1noc(C)c1CSCC(=O)Nc1ccccc1N1CCCCC1
→ -29, 11
CCc1ccc(C(=O)CN2C(=O)NC3(CCOc4ccccc43)C2=O)s1 (stereo not given)
→ 17, 6
CN1CCCC(OC(=O)COc2ccccc2)C1 (stereo not given)
→ 6, -7
Cc1cc2nc(SCCN3CCOCC3)[nH]c2cc1C
→ -6, -9
C=CCSc1nnc(NC(=O)Cn2cnc3c2c(=O)n(C)c(=O)n3C)s1
→ 3, 1
Cc1ccc2c(c1)C(N1CCCC1=O)CC(c1ccco1)N2 (stereo not given)
→ 4, 31
O=C1CC(NNC(=O)c2ccc(Br)cc2)C(=O)N1 (stereo not given)
→ 9, -7
CCOC(=O)C1(CCc2ccccc2)CCN(C(=O)c2cnc(C)cn2)CC1
→ 21, -12
COc1ccc(C(CCN2CCOCC2)c2c(OC)cc(OC)c3c(C)cc(=O)oc23)cc1 (stereo not given)
→ 9, 14
CCCc1nc(SCC(=O)N2CCN(c3ccccc3)CC2)c2c(=O)n(C)c(=O)n(C)c2n1
→ -3, 0
CN1C(=O)C(CC(=O)NCCc2ccccc2)N(NC(=O)c2ccc(Cl)cc2)C1=S (stereo not given)
→ 3, -9
Cc1cc(C)cc(C(=O)NC2C(=O)N3C(C(=O)O)=C(CSc4nnc(C)s4)CSC23)c1 (stereo not given)
→ 0, 13
Nc1ncncc1-c1ccc(Cl)cc1
→ -17, -2
CC(C)Oc1cccc(C(=O)NC(=S)N2CCN(c3ccc(C(F)(F)F)cc3[N+](=O)[O-])CC2)c1
→ 0, 7
Cc1cc(=O)oc2cc(OC(=O)c3ccco3)ccc12
→ 7, 6
O=C(c1ccc(Cl)cc1)C1CCN(C(=S)Nc2ccccc2)CC1
→ 6, -1
COc1ccc(-c2noc(N3CCC(C(=O)N4CCN(c5ccccn5)CC4)CC3)n2)cc1
→ -19, 0
Cc1ccc(NC(=O)c2c(C)noc2C)cc1
→ -13, 3
CC(C)(C)OC(=O)C[C@H]1C/C=C\C[C@@H](CC(=O)NCCO)C(=O)N2CCC[C@H]2COC1=O
→ -14, 4
O=C(CSc1ccc(-c2ccccn2)nn1)NC1CCCCC1
→ 7, 4
CC(C)OCCCn1c(=S)[nH]c2cc3c(cc2c1=O)OCO3
→ 0, 13
COC(=O)c1sccc1NC(=O)c1cccc(F)c1
→ -1, -5
O=C(Cc1ccc([N+](=O)[O-])cc1)c1ccccc1
→ -8, -1
C[C@@]12C(=O)N(CC3CCCO3)CC(=O)N1[C@H]1c3ccccc3OC[C@@H]1[C@@H]2c1ccccc1 (stereo not given in full)
→ -19, -6
CCOC(=O)c1cnn(CC2CCCCC2)c1N
→ 5, 0
OCCN1CCN(c2ncnc3c2ncn3[C@H]2CN(Cc3cccnc3)C[C@@H](CO)O2)CC1
→ -3, 10
CC1(C)CC(=O)C=C(c2ccc(OC(F)(F)F)cc2)C1
→ 8, 4
C#CCSc1nc(C)cc(C(=O)OCC)c1C#N
→ -6, 14
CN(C)C(=O)c1ccc(NC(=O)CSc2nnc(-c3cccs3)n2N)cc1
→ -6, -5
Cc1ccccc1C(=O)Nc1cccc(-c2nnc(SCC(=O)O)n2C)c1
→ 17, -6
COC(=O)c1ccc(CSc2nnnn2-c2ccccc2)o1
→ -8, 0
O=C1CCCN1CCCNc1nc(NCc2ccccc2)nc2ccsc12
→ -5, -2
CC1CN(c2ccc(C(=O)c3ccccc3C(=O)O)cc2[N+](=O)[O-])CC(C)O1 (stereo not given)
→ -4, 12

Taken from above for reference:
Below each compound – H9c2 TAG inh, H9c2 TAG inh DAPI viability
Cc1ccccc1C(=O)Nc1cccc(-c2nnc(SCC(=O)O)n2C)c1
→ 17, -6
COC(=O)c1ccc(CSc2nnnn2-c2ccccc2)o1
→ -8, 0
O=C1CCCN1CCCNc1nc(NCc2ccccc2)nc2ccsc12
→ -5, -2
CC1CN(c2ccc(C(=O)c3ccccc3C(=O)O)cc2[N+](=O)[O-])CC(C)O1 (stereo not given)
→ -4, 12

Complete entries, quoted from the list. Screens in order: H9c2 TAG inh, H9c2 TAG inh DAPI viability
C=CCSc1nnc(NC(=O)Cn2cnc3c2c(=O)n(C)c(=O)n3C)s1 across the screens: 3, 1
CCc1c(C)sc(NC(=S)N2CC(C)OC(C)C2)c1C(=O)OC (stereo not given) across the screens: -20, -8
Cc1cc(C)cc(C(=O)NC2C(=O)N3C(C(=O)O)=C(CSc4nnc(C)s4)CSC23)c1 (stereo not given) across the screens: 0, 13
O=C(NCc1ccccc1Cl)C1CCC(CNc2c(N3CCOCC3)c(=O)c2=O)CC1 (stereo not given) across the screens: 12, -6
Cc1ccc(NC(=O)c2c(C)noc2C)cc1 across the screens: -13, 3

The list is partial (hit frequency here may not be typical).
